CSM14.1 death rescue – rescue of cells from ER stress-induced death, primary screen, 384-well, CSM14.1, thapsigargin, ATP luminescence (AID 1222). 190,000 tested, under 10 active. one-dose cellular ATP content (survival), % at 20 µM; EC50 in µM for titrated hits. CSM14.1 thapsigargin-induced death rescue, ATP luminescence; higher % means a stronger effect;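 active means EC50 below 50 µM in the dose-response confirmation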;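 further: death triggered by thapsigargin at about 15 µM added after 2 h compound pretreatment; cell ATP read after overnight thapsigargin exposure of roughly 18 to 22 hours; normalized against plate controls of thapsigargin alone and 5% DMSO vehicle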
GPR55 activation – GPR55 agonists via beta-arrestin recruitment, primary screen, imaging, U2OS cells, beta-arrestin-GFP redistribution (AID 1961); activation, % at 10 µM; hits with a dose series show EC50 in µM; 0.048% of 290,000 active; U2OS GPR55 beta-arrestin-GFP redistribution imaging; higher % means a stronger effect;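 active means activation above 40% with more than 50 cells counted in the well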;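 further: U2OS osteosarcoma cells stably expressing GPR55 and beta-arrestin-GFP; plate controls were DMSO negative control for no effect and LPI positive control for full effect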
NTR1 ag – agonists of NTR1, primary screen, imaging, U2OS cells, beta-arrestin-GFP, high content (AID 493036); 0.17% of 330,000 active; Neurotensin receptor type 1 (Homo sapiens), P30989; NTR1-U2OS beta-arrestin-GFP spot imaging, agonist mode; activation, % at 20 µM;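 active means activation at or above 40% of the spot to cytoplasm intensity ratio, with at least 20 cells analyzed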;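 further: 0% = DMSO without peptide and 100% = 100 nM NTR1 peptide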
Target sequence (P30989 whole entry, looked up): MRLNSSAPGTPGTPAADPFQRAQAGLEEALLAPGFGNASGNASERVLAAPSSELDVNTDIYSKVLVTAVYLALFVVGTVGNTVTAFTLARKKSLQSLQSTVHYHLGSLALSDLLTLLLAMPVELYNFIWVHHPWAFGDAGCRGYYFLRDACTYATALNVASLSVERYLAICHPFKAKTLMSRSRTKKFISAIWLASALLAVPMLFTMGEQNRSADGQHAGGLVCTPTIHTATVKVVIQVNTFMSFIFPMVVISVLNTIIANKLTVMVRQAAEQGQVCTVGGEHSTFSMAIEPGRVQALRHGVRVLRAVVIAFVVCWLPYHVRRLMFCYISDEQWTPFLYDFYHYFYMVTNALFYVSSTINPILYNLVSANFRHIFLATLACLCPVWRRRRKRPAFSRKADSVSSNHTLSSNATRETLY
Yfh1-off respiration – enhancers of respiration in Yfh1-depleted yeast, dose response, Friedreich's ataxia, plus single-dose screen (AID 1465). S. cerevisiae Yfh1-off respiration, WST-1 reduction, 72 h; higher fold induction means a stronger effect. fold induction at 50 µM; hits with a dose series show EC50 in µM. 0.074% of 220,000 active;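 active means fold induction of absorbance versus untreated yeast above a set limit, then at least 30% activation at any dose in follow-up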;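 further: activators that raise dye reduction in frataxin-depleted yeast; strong numbers were not always called active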
NOD2 inhibition – NOD2 signaling inhibitors, cell-based, luminescence, uHTS, HEK293 (AID 1566); HEK293 NOD2/NF-kB luciferase reporter, luminescence; higher % means a stronger effect; one-dose inhibition, % at 4 µM; EC50 in µM for titrated hits; 0.63% of 290,000 active; further: many of its hits are not listed in these tables
KOR beta-arrestin-1 – KOR agonists, beta-arrestin recruitment, primary screen, cell-based, luminescence, uHTS (AID 1777) | Kappa-type opioid receptor (Homo sapiens) | KOR beta-arrestin recruitment, luminescence; higher % means a stronger effect | activation, % at 10 µM, or EC50 in µM where a hit was titrated | 0.02% of 280,000 active; in the data active means activation above about 50%, passing the limit was not always enough; further: a part of the inactive calls stands beside numbers as strong as those of hits
KOR beta-arrestin-2 – KOR antagonists, beta-arrestin recruitment, cell-based, luminescence, uHTS (AID 1778); Kappa-type opioid receptor (Homo sapiens); KOR beta-arrestin recruitment, luminescence, antagonist mode; higher % means a stronger effect; inhibition, % at 10 µM; hits with a dose series show IC50 in µM; 0.091% of 290,000 active; further: strong numbers were not always called active
TNAP activation fold – human TNAP enzyme activators, primary screen, biochemical, luminescent, no phosphate acceptor, uHTS (AID 1001). Alkaline phosphatase, tissue-nonspecific isozyme (Homo sapiens). purified TNAP, luminescent activation assay, no phosphate acceptor; higher activation fold means a stronger effect. activation fold at 20 µM; hits with a dose series show EC50 in µM. 0.03% of 200,000 active; in the data active means activation fold from about 3, or a potency from the dose series; inactive means the rest, 99 in 100 with activation fold below about 1.6; further: many of its hits are not listed in these tables
NOD1 NF-kB reporter – NOD1 signaling inhibitors, primary screen, cell-based, luminescence, uHTS (AID 1578); NOD1-driven NF-kB luciferase reporter cells, luminescence; higher % means a stronger effect; 1% of 290,000 active; inhibition, % at 4 µM; hits with a dose series show EC50 in µM; in the data active means inhibition mostly above about 36%, no sharp cut-off; inactive means mostly below about 34%;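 further: HEK-293T reporter cells stimulated with the NOD1 agonist gamma-tri-DAP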
NTR1 ag cell count 20 µM – recorded beside NTR1 ag, whose call it bears; cell count; measured here: cell count, cytotoxicity flag
* = called active by the depositor; i = inactive; · = not tested or not shown; [ ] = dose if it differs, or a comment. Unless noted, no stated cut-off is given here; in the data, active means inhibition above about 50%; inactive means the rest. This is a subset (hit frequency here may not be typical).

SMILES | CSM14.1 death rescue | GPR55 activation | NTR1 ag | NTR1 ag cell count 20 µM | Yfh1-off respiration | NOD2 inhibition | KOR beta-arrestin-1 | KOR beta-arrestin-2 | TNAP activation fold | NOD1 NF-kB reporter
CC(=O)N1CCc2cc(S(=O)(=O)NC(CC(C)C)C(=O)Nc3cc(C)ccn3)ccc21 (stereo not drawn) | 3.0% | -0.1% | 9.6 | 75 | i | -1.7% | 0.0% | -1.0% | 1.1 | -19.5%
O=C(CN1CCCc2ccccc21)Nc1ccc(F)cc1[N+](=O)[O-] | -1.1% | -0.4% | 0.3 | 51 | i | 1.6% | 2.6% | -9.3% | 1 | -38.0%
COc1ccc(O)c(C(=O)c2cnc3onc(C)c3c2)c1 | -2.5% | 0.3% | 1.0 | 87 | i | -4.2% | 2.6% | -11.1% | 1 | 3.8%
O=C(CCSCc1cccc(Cl)c1)NCCC1=CCCCC1 | 1.4% | 0.1% | 2.7 | 65 | i | 12.1% | -0.8% | -3.1% | 1.3 | -24.0%
COc1cccc(CNC(=O)Cn2c(=O)oc3cc(S(=O)(=O)N4CCCCC4)ccc32)c1 | · | 0.8% | -1.2 | 72 | · | 20.6% | -8.7% | 6.8% | · | 20.1%
COc1ccc(C2/C=C\CN(Cc3ccncc3)CC(=O)N2Cc2ccc(F)cc2)cc1 (stereo not drawn) | · | -0.1% | -0.3 | 77 | i | 17.9% | -2.7% | 32.1% | · | 10.0%
Cn1nnc(NC(=O)CSc2ncn[nH]2)n1 | -0.2% | -0.1% | -0.7 | 98 | i | -7.6% | 0.9% | 16.8% | 1 | -21.1%
COc1ccccc1N(C)S(=O)(=O)c1ccc(C(=O)OCC(=O)Nc2cc(C)on2)cc1 | 0.0% | -0.4% | 2.6 | 41 | i | -2.3% | -3.3% | -7.5% | 1.1 | -17.9%
COC(=O)c1ccccc1NC(=O)C1CCCN(S(=O)(=O)c2ccc(OC)cc2)C1 (stereo not drawn) | -1.2% | -0.2% | 2.0 | 65 | i | 9.4% | -5.0% | -24.2% | 1.2 | 5.1%
O=C(c1cc(COc2ccc(F)cc2Cl)on1)N1CCC(OCc2cccnc2)CC1 | 11.4% | -0.3% | -1.9 | 49 | i | 10.9% | -5.0% | -35.9% | 1.1 | -6.2%
COc1ccc(NC(=O)Nc2ccccc2F)c(C)c1 | 0.1% | -0.1% | -1.8 | 84 | i | -28.2% | -2.7% | 6.0% | 1 | -33.4%
Cc1ccc(NC(=O)C2CCCN(S(=O)(=O)c3ccc4[nH]c(=O)ccc4c3)C2)cc1C (stereo not drawn) | · | -0.3% | -2.5 | 46 | · | 20.0% | -1.5% | 10.9%[20 µM] | · | -21.2%
COc1cc(OC)c(OC)cc1CN1CCN(Cc2cccn2C)CC1 | -2.7% | 0.8% | -1.3 | 53 | i | -18.5% | 1.9% | -5.7% | 1.1 | -17.5%
CCOc1ccc(NC(=O)Cn2cncc2-c2ccc([N+](=O)[O-])cc2)cc1 | 3.8% | 0.3% | · | · | i | 2.8% | -3.8% | 6.5% | 0.9 | -15.1%
Cc1ccc(NC(=O)NCCCl)cc1S(=O)(=O)N1CCOCC1 | · | -0.1% | 0.7 | 74 | i | 5.4% | -1.1% | 7.9% | · | 3.0%
CCc1ccc(NC(=O)[C@H](Cc2ccccc2)NC(=O)C2CCN(C(=O)[C@@H](N)CC(C)C)CC2)cc1 | · | -0.2% | -0.9 | 88 | · | 9.3% | 5.5% | -9.5%[20 µM] | · | -16.0%
Cc1nc(CCNC(=O)C2CCC(=O)N(Cc3cccc(F)c3)C2)sc1C (stereo not drawn) | · | -0.1% | 0.4 | 46 | · | 13.5% | 2.1% | -21.4% | · | -13.5%
CC1(C)Cc2c(cnn2-c2ccc(F)cc2)C(NC(=O)CCN2CCCC2=O)C1 (stereo not drawn) | · | -0.2% | -1.0 | 62 | · | -5.1% | -2.5% | -142.3% | · | -12.5%
COCCNC(=O)Cn1cnc2c(cnn2-c2ccc(C)cc2)c1=O | · | -0.1% | -0.4 | 62 | · | 10.0% | 4.1% | -20.3%[20 µM] | · | 3.4%
CC(=O)Nc1ccc(NC(=O)c2c([N+](=O)[O-])c(C(C)(C)C)nn2C)cc1 | · | 0.0% | -1.9 | 57 | i | 12.3% | -1.8% | 22.8% | · | -5.6%

Ordered by value in NOD1 NF-kB reporter (falling): 3 of the compounds above.
Structure	NOD1 NF-kB reporter
COc1ccccc1N(C)S(=O)(=O)c1ccc(C(=O)OCC(=O)Nc2cc(C)on2)cc1	-17.9%
Cn1nnc(NC(=O)CSc2ncn[nH]2)n1	-21.1%
O=C(CN1CCCc2ccccc21)Nc1ccc(F)cc1[N+](=O)[O-]	-38.0%

(next part)
SMILES | CSM14.1 death rescue | GPR55 activation | NTR1 ag | NTR1 ag cell count 20 µM | Yfh1-off respiration | NOD2 inhibition | KOR beta-arrestin-1 | KOR beta-arrestin-2 | TNAP activation fold | NOD1 NF-kB reporter
O=C(COc1ccccc1)NC(NC(=S)Nc1ccccc1O)C(Cl)(Cl)Cl (stereo not drawn) | 0.1% | 0.6% | 0.6 | 72 | i | 6.1% | 0.0% | 24.8% | 1.1 | 10.2%
CCCC(CCC)c1nc2ccncc2[nH]1 | -1.7% | 0.5% | 0.0 | 44 | i | 18.9% | -2.2% | -7.7% | 1.1 | -16.9%
CCOC(=O)c1ccc(NC(=O)c2ccc(NS(C)(=O)=O)cc2)cc1 | -0.8% | 0.2% | 1.1 | 37 | i | 17.4% | -1.8% | 14.5% | 1.1 | ·
Cc1cc(NC(=O)CSc2nc(-c3ccccc3)cs2)no1 | · | -0.2% | 2.4 | 45 | i | -8.0% | -1.4% | 13.7% | 1.1 | -32.1%
O=C1CCCN1CCCNc1nc2c(S(=O)(=O)c3ccc(Br)cc3)nnn2c2ccccc12 | · | -0.1% | 1.7 | 89 | · | 6.2% | -3.9% | 22.7% | · | -17.3%
N#CNC(=Nc1ccc(F)cc1)SCc1ccccc1 | -2.7% | -0.1% | -1.5 | 77 | i | -2.9% | -0.1% | -8.3% | 1.1 | -29.8%
Oc1ccccc1-c1cc(C(F)(F)C(F)F)nc(-c2ccccc2)n1 | 0.4% | 0.2% | 5.5 | 89 | i | 15.0% | 3.1% | -6.8% | 1.1 | 10.4%
NC(=O)N/N=C/c1ccc(-n2nncc2-c2ccc(Cl)cc2)cc1 | · | 0.0% | -0.1 | 47 | · | 13.7% | -0.7% | -51.6% | · | -9.7%
CCCCn1c(N)nc2ccccc21 | -1.6% | -0.1% | -0.7 | 45 | i | 9.0% | 0.6% | 2.4% | 1.1 | -0.5%
C=CCn1c(/N=C/c2ccc(N(C)C)cc2)nc2ccccc21 | -1.2% | -0.3% | -0.6 | 50 | i | 17.6% | 1.4% | -11.1% | 0.9 | 3.5%
COc1cccc(OCC(=O)NNC(=O)c2cccs2)c1 | -2.2% | 0.3% | 1.7 | 65 | i | 17.3% | 0.5% | 1.9% | 1 | -2.0%
O=c1ccc(S(=O)(=O)N2CCC(Cc3ccccc3)CC2)c[nH]1 | -1.8% | -0.2% | -0.2 | 69 | i | -4.9% | -0.4% | 2.8% | 1.1 | -10.0%
CCCCc1nc(N)c(C#N)c(-c2ccco2)c1CCC | 0.0% | 0.1% | 2.9 | 60 | i | 25.2% | 8.0% | -14.0% | 1.1 | 18.5%
COc1ccc(/C(O)=C2\C(=O)C(=O)N(Cc3ccco3)C2c2ccc(OC)cc2OC)cc1 (stereo not drawn) | -2.3% | -0.1% | -1.5 | 87 | i | 10.2% | -0.2% | 27.6% | 1 | -5.7%
COc1ccc(CC(=O)NCC(C)(C)N2CCOCC2)cc1 | · | -0.1% | -0.4 | 53 | · | -1.9% | 0.0% | -8.5% | · | -21.8%
Cc1ccc(C(C)C)cc1OCC(=O)NNC(=O)Nc1ccccc1 | · | -0.2% | 0.8 | 56 | · | 4.2% | -2.0% | -11.1% | · | -8.9%
COc1ccc(C2CC(=O)C(C=NCCO)=C(O)C2)cc1OC (stereo not drawn) | · | -0.1% | -0.9 | 85 | i | 11.0% | 0.4% | -9.1% | 1.1 | 7.5%
CC(C)NC(=O)c1ccc2c(c1)N(CC(=O)N1CCOCC1)C(=O)C(C)(C)O2 | 0.6% | -0.4% | 3.1 | 86 | i | 8.4% | -0.8% | 27.2% | 1 | -21.6%
Cn1nc(C(=O)Nc2cccc(S(N)(=O)=O)c2)c2ccccc2c1=O | · | -0.1% | 0.0 | 60 | i | 3.0% | 3.3% | 9.9% | · | 3.5%
CCN(CC)CCn1c(=S)[nH]c2cc(Cl)ccc2c1=O | -0.1% | 0.3% | 1.3 | 73 | i | 30.3% | -3.1% | 23.1% | 1 | 4.2%
CC(=O)c1ccc(NC(=O)C2CCCN(S(=O)(=O)c3cccc4nonc34)C2)cc1 (stereo not drawn) | · | -0.2% | 2.8 | 43 | · | -16.5% | 0.4% | -10.9% | · | -8.0%
Cn1c(CNC(=O)c2ccco2)nnc1SCC(=O)Nc1ccc(Br)cc1F | -0.5% | -0.5% | 0.0 | 60 | i | 6.8% | -0.4% | 16.3% | 1.1 | -32.2%
Cc1cc(C)c(C#N)c(SCCS(=O)(=O)c2ccc(C(C)(C)C)cc2)n1 | -2.1% | -0.1% | 7.8 | 65 | i | 33.1% | 0.2% | 19.8% | 1.1 | 6.9%
CCOC(=O)c1ccc2c(c1)nc(-c1ccc(F)cc1)c1nccn12 | -2.4% | 0.8% | 1.5 | 79 | i | 9.5% | 0.9% | 0.1% | 1.1 | -27.4%
Cc1ccc(S(=O)(=O)CC(=O)Nc2cc(C)on2)cc1 | · | 1.1% | -0.7 | 45 | · | -13.0% | -0.8% | -9.5% | · | 24.4%
Fc1cccc(-c2cc3nc(-c4ccccc4)cc(N4CCC5(CC4)OCCO5)n3n2)c1 | -0.6% | -0.3% | 5.8 | 66 | i | -5.0% | -8.0% | 19.8% | 1 | 9.1%
COC(=O)CSc1nnc(CNC(=O)Cc2ccccc2)n1-c1ccccc1OC | 0.8% | 0.0% | 2.0 | 83 | i | -0.6% | -1.3% | -11.1% | 1.1 | -13.6%
CCOC(=O)CC(C(=O)OCC)P(=O)(c1ccccc1)c1ccccc1 (stereo not drawn) | 0.3% | -0.3% | 1.8 | 44 | i | 11.3% | -9.2% | -1.1% | 1.1 | -2.2%
Cc1ccc(S(=O)(=O)Nc2ccc(N(C)C)cc2)cc1 | -0.9% | 0.3% | 0.6 | 42 | i | -3.7% | -2.8% | -42.5%[20 µM] | 1.1 | -20.5%
Cc1ccc(Cl)cc1N1CCN(C(=O)Cn2ncn3cccc3c2=O)CC1 | · | 0.0% | 2.4 | 90 | · | 25.1% | -1.0% | -3.9%[20 µM] | · | -17.5%
CSc1oc(-c2ccco2)nc1S(=O)(=O)c1ccccc1 | -1.0% | 0.3% | 6.8 | 73 | i | 0.4% | -2.7% | -9.4% | 1 | -20.4%
COC(=O)c1cc(C)sc1NC(=O)C1CC(=O)NN1Cc1ccccc1 (stereo not drawn) | -1.9% | 0.2% | -0.6 | 86 | i | -0.1% | -4.5% | 8.8% | 1.1 | -21.5%
